From PubChem BioAssay
KCNH2 WT inh – inhibitors of human wildtype KCNH2 potassium channel | hit rate 0.37% among 340,000 | activity change, % at 1.84 µM | Q12809 | U2OS, BacMam KCNH2, thallium flux FluxOr; stronger effect = lower value;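 active = maximum activity change below -70%; inconclusive = maximum activity change between -70% and -50%; inactive = maximum activity change above -50%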; also: % is scaled to controls: 0 for no effect and ±100 for the full control effect
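U2OS cells transduced with wild-type KCNH2 virus are loaded with FluxOr dye for 45 min, and thallium flux is measured in kinetic reads before and after stimulation buffer. Rate constants are normalized to DMSO controls.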
GALK inh – galactokinase (human) inhibition. Purified GALK, Kinase-Glo residual ATP luminescence. Potency, µM (top dose mostly 57.5 µM), without a hit: top-dose activity change, negative = inhibition, usual class: inhibitors. hit rate 0.007% among 270,000; also: potency is read from the fitted curve at half-maximal effect; % is scaled to controls: 0 for no effect and ±100 for the full control effect
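Quantitative HTS: GALK 5 nM, ATP 35 uM, galactose 100 uM, 1 h room temperature, then luciferase-based ATP detection.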
B2AR arrestin – beta2AR (human) beta-arrestin recruitment activity | hit rate 0.02% among 330,000 | Potency, µM (doses to about 46.1 µM), for inactives: at the top dose activation, hits mostly activators | beta-arrestin recruitment to beta2AR, cell-based reporter | AID 492947;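 also: potency is read from the fitted curve at half-maximal effect; 0% = DMSO controls and full agonism = EC100 isoproterenol or metaproterenol; nearly all actives have a fitted effect of over 65% in size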
Target sequence (P07550 whole entry, looked up): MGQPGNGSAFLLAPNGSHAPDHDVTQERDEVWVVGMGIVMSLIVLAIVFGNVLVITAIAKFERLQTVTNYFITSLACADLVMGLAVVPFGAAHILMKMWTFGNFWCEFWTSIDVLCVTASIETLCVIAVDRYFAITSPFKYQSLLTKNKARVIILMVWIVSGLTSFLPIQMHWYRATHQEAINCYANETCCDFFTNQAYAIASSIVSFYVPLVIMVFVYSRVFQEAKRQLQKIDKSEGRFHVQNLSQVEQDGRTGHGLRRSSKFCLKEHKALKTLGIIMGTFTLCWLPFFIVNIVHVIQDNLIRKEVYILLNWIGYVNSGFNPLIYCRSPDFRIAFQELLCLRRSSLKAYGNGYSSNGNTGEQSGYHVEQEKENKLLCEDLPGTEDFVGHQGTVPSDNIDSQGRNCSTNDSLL
FBPA coupling cs – counter-screen for Giardia aldolase inhibitors: coupling enzyme system | coupling enzyme system counterscreen, AmpLite Red fluorescence | activity change, negative = inhibition, % at 58.2 µM, hits read low | hit rate 0.67% among 290,000 | AID 2472; in the data active = activity change below about -30%; also: % is scaled to controls: 0 for no effect and ±100 for the full control effect
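Final compound at 57.5 uM, incubated 10 min at RT with coupling enzyme reagent (glyceraldehyde-3-phosphate), then 20 min with substrate and AmpLite Red detection. Fluorescence read at 525/598 nm; tests interference with the coupling assay, not aldolase inhibition.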
Menin MLL FP TR – inhibitors of human menin-MLL interaction, mutant MLL peptide; AID 1768; Menin + Texas Red MLL mutant peptide, fluorescence polarization; hit rate 0.23% among 270,000; Potency, µM (doses to about 61.6 µM), inactives show at the highest dose FP activity change, negative = inhibition, actives largely listed as inhibitors; O00255; active = well fitted inhibition curve with a large enough effect in the polarisation, with a control signal flat, not every such curve was filed as active; inconclusive = small, poorly fitted or top-dose-only effect, or effect the other way, or a change in a side signal; inactive = no such curve, though single readings can be large or run the other way; the % refers to the polarisation; also: potency is read from the fitted curve at half-maximal effect; % of control where 0% means no effect; many of its hits are not listed in these tables
Target sequence (O00255 whole entry, looked up): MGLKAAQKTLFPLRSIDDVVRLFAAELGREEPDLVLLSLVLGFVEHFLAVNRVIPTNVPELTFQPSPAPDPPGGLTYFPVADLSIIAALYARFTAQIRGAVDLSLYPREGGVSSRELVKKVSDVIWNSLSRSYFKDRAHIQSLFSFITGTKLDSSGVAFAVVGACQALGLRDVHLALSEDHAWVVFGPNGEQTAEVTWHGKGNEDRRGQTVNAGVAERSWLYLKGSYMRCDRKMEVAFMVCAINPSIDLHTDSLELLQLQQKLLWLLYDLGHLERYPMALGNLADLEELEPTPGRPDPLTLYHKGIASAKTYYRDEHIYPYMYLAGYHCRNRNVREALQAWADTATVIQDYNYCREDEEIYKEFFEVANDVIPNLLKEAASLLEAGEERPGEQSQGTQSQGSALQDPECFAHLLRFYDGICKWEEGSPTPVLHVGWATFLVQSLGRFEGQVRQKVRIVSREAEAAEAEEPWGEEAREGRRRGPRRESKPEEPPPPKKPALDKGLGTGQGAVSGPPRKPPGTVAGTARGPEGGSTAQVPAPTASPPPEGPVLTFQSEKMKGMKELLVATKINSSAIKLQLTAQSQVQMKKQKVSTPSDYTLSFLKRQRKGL
CXXC DNA block – MLL CXXC-DNA interaction inhibition. Q03164. MLL-CXXC / FITC-HOXA9 DNA fluorescence polarization. Potency, µM (doses to about 115 µM), for inactives: at the highest dose activity change, negative = inhibition, actives largely listed as inhibitors. hit rate 0.037% among 290,000. AID 2662; active = well fitted inhibition curve with a large enough effect in the polarisation, with a control signal flat, not every such curve was filed as active; inconclusive = small, poorly fitted or top-dose-only effect, or effect the other way, or a change in a side signal; inactive = no such curve, though single readings can be large or run the other way; the % refers to the polarisation; also: potency is read from the fitted curve at half-maximal effect
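Fluorescence polarization: 7 uM MLL-CXXC (stock) preincubated 5 min with compounds, then 50 nM fluorescein-HOX-A9 DNA (stock) added; 30 min ambient. Buffer 50 mM Tris-HCl pH 7.5, 50 mM NaCl, 1 mM DTT, 0.05% BSA.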
TRPV1 ag – activates the human vanilloid receptor TRPV1; Q8NER1; TRPV1-expressing cells, Fluo-8 calcium influx, agonist mode; activation, % at 8.33 µM; hit rate 0.19% among 320,000; in the data active = activation above about 80%; inconclusive = between about 30% and that limit; also: 0% is about no effect
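Fluo-8 calcium influx in TRPV1-expressing cells, kinetic read (ex 480/em 520 nm). Compound added and read 3 min for agonist activity, followed by capsaicin at EC20 final and 2 min further read for enhancement.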
PKM2 act – increases activity of human pyruvate kinase M2; purified PKM2, Kinase-Glo ATP luminescence, activation; response scale: 0% is enzyme alone, no compound; P14618; hit rate 0.34% among 260,000; Potency, µM (top dose mostly 57.5 µM), for inactives: top-dose activation, actives largely listed as activators; AID 1631; also: potency is read from the fitted curve at half-maximal effect; % is scaled to controls: 0 for no effect and ±100 for the full control effect; nearly all actives have a fitted effect of over 55% in size
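Purified hPK-M2 (>95% pure) converted ADP (0.1 mM final) to ATP with 0.5 mM PEP in 50 mM imidazole pH7.2, KCl, MgCl2, Tween 20, BSA; 1 h at room temperature. ATP detected by Kinase-Glo luminescence.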
USP2a block – blocks human ubiquitin-specific protease USP2a; O75604; USP2 core, Ub-CHOP2 coupled fluorogenic reporter, 485/531; Potency, µM (highest dose often 38.3 µM), for the others: top-dose activity change, negative = inhibition, hits mostly inhibitors; hit rate 0.01% among 330,000; AID 463254;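 also: potency is read from the fitted curve at half-maximal effect; plate controls were DMSO wells for no effect and full inhibition by NEM control for full effect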
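Deubiquitinase activity read as fluorescence (485/531 nm) after Ub-CHOP2 cleavage activates the enterokinase reporter on its substrate; USP2 core 10nM, Ub-CHOP2 and substrate 25nM each, 30min compound preincubation then 60min RT; data normalized to NEM, curves fitted.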
Giardia kill – kills Giardia lamblia; Giardia lamblia trophozoite viability; activity change, % at 7.66 µM, hits read low; hit rate 0.15% among 340,000; in the data active = activity change below about -80%; inconclusive = between about -30% and that limit;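 also: parasites exposed to compound for two days anaerobically before the ATP read; % is scaled to controls: 0 for no effect and ±100 for the full control effect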
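Killing of trophozoites was scored by loss of ATP luminescence after a 48 hrs anaerobic exposure to compounds at 37 deg C, using 100 cells per well.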
KCNH2 3.1 block – inhibitors of human KCNH2 3.1 potassium channel isoform | U2OS KCNH2 3.1, thallium flux FluxOr; stronger effect = lower value | activity change, % (tested at about 1.8 µM) | hit rate 0.95% among 340,000;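 active = maximum activity change below -70%; inconclusive = maximum activity change from -70% to -50%; inactive = maximum activity change above -50%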;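 also: thallium influx rate constant from kinetic fluorescence after stimulation buffer; % is scaled to controls: 0 for no effect and ±100 for the full control effect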
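Measured as rate of thallium-driven FluxOr signal in transduced U2OS cells carrying the 3.1 channel, read kinetically for 2 min upon stimulation; values are rate constants scaled to DMSO control wells.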
An asterisk follows results filed as active; u = inconclusive; x = not tested or not shown; [ ] = dose if it differs, or a comment. Unless noted, calls follow the shape of the dose curve; as a rule, active = well fitted curve in the direction sought with a large enough effect; inconclusive = small, poorly fitted or top-dose-only effect, or another doubt; inactive = no such curve, though single readings can be large; an effect the other way counts as inactive or inconclusive. This is a subset. The share of hits here may be higher or lower than overall.

SMILES	KCNH2 WT inh	GALK inh	B2AR arrestin	FBPA coupling cs	Menin MLL FP TR	CXXC DNA block	TRPV1 ag	PKM2 act	USP2a block	Giardia kill	KCNH2 3.1 block
O=C(O)c1ccccc1-c1c2cc(I)c(=O)c(I)c-2oc2c(I)c(O)c(I)cc12	-11	x	x	4	u	x	x	x	x	-5	-11
CC(C)c1nnc(NC(=O)C2CCN(c3nc4ccccc4s3)CC2)s1	-3	1%	0.0%	-3	-21%	-2%	-3	-13%	1%	4	21
CCCCN(C1CCS(=O)(=O)C1)S(=O)(=O)c1cc(C)ccc1C (stereo not given)	-37	x	-2.8%	x	x	x	-1	x	2%	-21	18
O=C(CSc1nc2ccccc2nc1N1CCOCC1)N1CCN(c2ccccc2)CC1	-8	x	-0.7%	-3	-17%	x	u	1%	4%	-19	0
Cc1ccccc1CN1CCNC(=O)C1CC(=O)N(C)CCC1CCOCC1 (stereo not given)	0	7%	0.0%	x	x	6%	3	x	3%	8	7
CC(C)(CNC(=O)c1cc2c(s1)CCCC2)N1CCOCC1	7	x	0.0%	x	x	x	15	x	1%	-8	-2
CNC(=O)/C=C1\NC(C)(C)Cc2ccccc21	-8	0%	-0.2%	1	5%	13%	-4	14%	3%	-1	-4
CN(CC(=O)Nc1ccc(F)cc1)C(=O)c1cccc(NS(=O)(=O)c2ccccc2)c1	-16	x	0.2%	x	x	x	1	x	1%	13	-21
O=C(CSc1nnc(-c2ccccn2)n1Cc1ccco1)Nc1ccc2c(c1)OCO2	-5	-3%	0.4%	1	-26%	-3%	0	-1%	2%	-6	3
CCc1ccccc1NC(=O)CCS(=O)(=O)c1ccc(OC)cc1	8	x	-0.3%	1	4%	u	3	x	0%	39[activator]	-8
CCCCN(c1ccccc1)S(=O)(=O)N(C)C	-1	-2%	0.0%	1	-4%	-4%	1	-4%	1%	0	16
Cc1ccc(OCC(=O)Nc2ccc3c(c2)nc(CCN2CCN(C)CC2)n3C)cc1	9	-2%	-0.3%	3	x	11%	0	1%	2%	u	-10
O=C(C[N+]1(CC#Cc2ccccc2)CCCCC1)c1ccccc1	0	6%	-0.7%	0	11%	6%	-3	x	0%	u	25
Cc1cc(C(=O)CN(Cc2ccc(F)cc2)S(=O)(=O)c2ccc3c(c2)OCCO3)c(C)n1C	-5	-1%	0.0%	4	4%	-2%	-4	-1%	-1%	4	-17
COc1ccc(NC(=O)C2CCN(C(=O)NCc3ccccc3)CC2)cc1	5	4%	-1.2%	0	6%	3%	u	-3%	-1%	-2	1

Part of the list above, with bars between the fields.
Compound | KCNH2 WT inh | GALK inh | B2AR arrestin | FBPA coupling cs | Menin MLL FP TR | CXXC DNA block | TRPV1 ag | PKM2 act | USP2a block | Giardia kill | KCNH2 3.1 block
Cc1ccccc1CN1CCNC(=O)C1CC(=O)N(C)CCC1CCOCC1 (stereo not given) | 0 | 7% | 0.0% | x | x | 6% | 3 | x | 3% | 8 | 7
CC(C)(CNC(=O)c1cc2c(s1)CCCC2)N1CCOCC1 | 7 | x | 0.0% | x | x | x | 15 | x | 1% | -8 | -2
CNC(=O)/C=C1\NC(C)(C)Cc2ccccc21 | -8 | 0% | -0.2% | 1 | 5% | 13% | -4 | 14% | 3% | -1 | -4
CN(CC(=O)Nc1ccc(F)cc1)C(=O)c1cccc(NS(=O)(=O)c2ccccc2)c1 | -16 | x | 0.2% | x | x | x | 1 | x | 1% | 13 | -21
O=C(CSc1nnc(-c2ccccn2)n1Cc1ccco1)Nc1ccc2c(c1)OCO2 | -5 | -3% | 0.4% | 1 | -26% | -3% | 0 | -1% | 2% | -6 | 3
CCc1ccccc1NC(=O)CCS(=O)(=O)c1ccc(OC)cc1 | 8 | x | -0.3% | 1 | 4% | u | 3 | x | 0% | 39[activator] | -8
CCCCN(c1ccccc1)S(=O)(=O)N(C)C | -1 | -2% | 0.0% | 1 | -4% | -4% | 1 | -4% | 1% | 0 | 16

The results go on:
SMILES	KCNH2 WT inh	GALK inh	B2AR arrestin	FBPA coupling cs	Menin MLL FP TR	CXXC DNA block	TRPV1 ag	PKM2 act	USP2a block	Giardia kill	KCNH2 3.1 block
O=c1cc(O)c2sc3nc4c(c(C(F)(F)F)c3c2[nH]1)CCCCC4	-6	-2%	-0.5%	7	x	-2%	-4	-17%	-7%	-12	0
CCc1ccc(NC(=O)C(C)OC(=O)Cc2cc(OC)c(OC)c(OC)c2)cc1 (stereo not given)	-3	x	0.4%	x	x	x	x	x	0%	9	1
CC(C)CN(CC(C)C)C(=O)C12CCC(C)(C(=O)C1)C2(C)C (stereo not given)	0	0%	-0.3%	4	-13%	0%	20	3%	-2%	-9	-1
CC(C)(C)C(=O)NC1CCN(S(=O)(=O)c2ccccc2F)CC1	1	0%	0.3%	3	2%	-2%	0	-3%	0%	8	5
CCOC(=O)N1CCN(C(=O)c2cc(S(=O)(=O)N3CCCC3)cn2C)CC1	3	2%	0.0%	5	1%	11%	-7	8%	-1%	-16	-11
Cc1ccc2c(c1)C1CN(C)CCC1N2C(=O)c1ccccc1NS(=O)(=O)c1ccc(F)cc1 (stereo not given)	15	0%	-0.6%	0	-12%	7%	1	5%	3%	7	-31
CCc1ccccc1NC(=O)C1NC(=O)CC1c1ccccc1 (stereo not given)	20	2%	0.0%	0	-3%	1%	-1	9%	0%	21	10
CCOc1ccc(C(O)c2nccn2Cc2ccccc2)cc1 (stereo not given)	2	-1%	-0.1%	0	-9%	3%	-4	-2%	-1%	-2	4
COc1cc(C(C(=O)NC2CCCC2)N(C(=O)c2ccco2)c2ccccc2C(C)=O)cc(OC)c1OC (stereo not given)	-7	1%	-1.4%	2	-16%	48%[activator]	0	0%	-1%	-1	0
CC1Cc2ccccc2N1CC(=O)Nc1ccc(Cl)c(S(=O)(=O)N(C)C)c1 (stereo not given)	-1	0%	0.2%	0	9%	5%	14	-6%	1%	6	9
CCOc1ccc(-c2cccc(NS(=O)(=O)c3cc([N+](=O)[O-])ccc3C)c2)nn1	0	x	-0.5%	x	x	x	0	x	4%	13	2
CN1CCN(c2oc(-c3ccco3)nc2S(=O)(=O)c2ccccc2)CC1	-9	4%	0.0%	1	-7%	-1%	2	-6%	3%	-9	-21
Cc1ccc(C(=O)NCCN2CCNC2=O)cc1	-2	1%	-1.0%	1	x	45%[activator]	-2	3%	3%	-1	-2
CN(C)c1ccnc(N(Cc2ccccc2)Cc2ccccc2)c1C#N	-2	0%	-0.3%	1	-13%	-4%	u	-1%	3%	-7	0
CC(C)OC(=O)CSc1nnc(-c2ccco2)n1N	13	-2%	-2.0%	3	-6%	5%	3	-5%	2%	4	19
Cc1cc(Br)c(NC(=O)CSc2n[nH]c(N)n2)c(Br)c1	-8	x	0.3%	x	x	x	x	x	5%	1	11
COc1ccc(C(=O)CCc2ccccc2O)c(OC)c1	-1	-3%	-1.1%	-1	-19%	2%	3	u	-1%	-2	7
COC(=O)C1=CN(Cc2ccc(OC)cc2)C=C(C(=O)OC)C1c1ccc(O)c(OC)c1	8	7%	-0.2%	-1	-18%	0%	5	2%[11.5 µM]	0%	-17	11
Cc1cccc(NS(=O)(=O)c2cc(NC(=O)CC(=O)c3ccc([N+](=O)[O-])cc3)ccc2C)c1	x	-2%	-0.8%	-1	u	1%	0	1%	-1%	x	x
COc1ccc(C(=O)/C=C/c2ccc(O)cc2)c(O)c1CC=C(C)C	3	x	-0.3%	0	u	1%	24	0%	-1%	-5	19
Cn1ccc(NC(=O)c2ccc([N+](=O)[O-])cc2)n1	-7	x	-3.6%	x	x	x	1	x	0%	u	10

Just KCNH2 WT inh and Menin MLL FP TR, for two of the compounds above:
Compound	KCNH2 WT inh	Menin MLL FP TR
COc1ccc(C(=O)/C=C/c2ccc(O)cc2)c(O)c1CC=C(C)C	3	u
Cc1cc(Br)c(NC(=O)CSc2n[nH]c(N)n2)c(Br)c1	-8	x
